Pf growth 96h: inhibits malaria parasite growth, 96 h. AID 504834. Potency, µM (doses to about 28.7 µM), for inactives: at the top dose activity change, negative = inhibition, hits mostly inhibitors. P. falciparum luciferase reporter growth, 96 h. 6.9% of 320,000 active
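Compounds incubated with erythrocytes infected by luciferase-expressing P. falciparum (2% hematocrit, 0.05% parasitemia final) for 96 hours, 37 C in 5% CO2. Growth inhibition scored as decreased luciferase luminescence.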
HCV inh: inhibitors of hepatitis C virus infection; Huh7.5.1 HCVcc-Cre infection, luciferase reporter, 44 h; Potency, µM (series often up to 41.8 µM), inactives show at the highest dose activity change, negative = inhibition, most hits filed as inhibitors; 3.4% of 340,000 active
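A cell-based infection assay in which seeded cells (1,000 per well) receive test compound after 4 h, are inoculated with HCVcc-Cre at approximately 0.5 moi, and are incubated 44 h before luminescence detection.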
Pf growth 48h: inhibits P. falciparum growth in the first generation, 48 h. P. falciparum luciferase growth in erythrocytes, 48 h. Potency, µM (series often up to 28.7 µM), without a hit: at the highest dose activity change, negative = inhibition, most hits filed as inhibitors. 5.9% of 310,000 active
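First compound was added to culture medium, then infected red cells at 0.1% parasitemia and 2% hematocrit (final). After incubation at 37 C under 5% CO2, luciferase detection reagent was dispensed and light output recorded.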
LmPK inh: blocks Leishmania mexicana pyruvate kinase activity. Q27686. purified LmPK, Kinase-Glo ATP luminescence, 1 h. Potency, µM (top dose mostly 57.5 µM), without a hit: at the highest dose activity change, negative = inhibition, actives largely listed as inhibitors. 0.37% of 290,000 active. AID 1721
Target sequence (Q27686 whole entry, looked up): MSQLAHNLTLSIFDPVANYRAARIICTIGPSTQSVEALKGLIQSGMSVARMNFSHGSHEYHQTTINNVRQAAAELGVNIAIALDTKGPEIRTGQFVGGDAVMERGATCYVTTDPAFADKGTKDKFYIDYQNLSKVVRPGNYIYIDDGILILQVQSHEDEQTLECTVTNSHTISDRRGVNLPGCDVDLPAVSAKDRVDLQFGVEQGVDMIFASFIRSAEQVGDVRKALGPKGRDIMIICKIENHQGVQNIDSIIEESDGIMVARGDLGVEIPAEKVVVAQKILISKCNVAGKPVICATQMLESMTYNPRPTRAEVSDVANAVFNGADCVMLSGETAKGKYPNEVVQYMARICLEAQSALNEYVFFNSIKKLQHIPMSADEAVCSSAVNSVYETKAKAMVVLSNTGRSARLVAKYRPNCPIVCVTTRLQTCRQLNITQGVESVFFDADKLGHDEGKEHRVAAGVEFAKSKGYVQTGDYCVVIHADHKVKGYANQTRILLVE
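In 50 mM imidazole pH 7.2 with 7 mM MgCl2, LmPK (0.1 nM) turned over PEP (0.5 mM) and ADP (0.1 mM) for 1 h at room temperature. Luciferase read-out of ATP.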
Tb PYK inh: inhibitors of Trypanosoma brucei pyruvate kinase; Q57TT1; TbPYK enzyme, Kinase-Glo Plus ATP luminescence, 45 min; Potency, µM (top dose mostly 76.8 µM), inactives show at the highest dose activity, negative = inhibition, usual class: inhibitors; 0.12% of 410,000 active; AID 624173; further: nearly all actives have a fitted effect of over 50% in size
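Glycolytic pyruvate kinase of T. brucei was incubated with substrate, test compound and 130 uM ADP for 45 minutes at room temperature. Luminescent Kinase-Glo Plus signal was measured after 10 minutes.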
Sm TGR inh: blocks Schistosoma mansoni thioredoxin glutathione reductase; purified TGR, DTNB reduction, TNB absorbance 405 nm; Potency, µM (highest dose often 114 µM), inactives show at the top dose activity change, negative = inhibition, most hits filed as inhibitors; 3% of 360,000 active; further: nearly all actives have a fitted effect of over 60% in size
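First, TGR (20 nM dispensed) and NADPH were mixed with compound. Second, a 15 min room-temperature incubation followed. Third, further NADPH and then DTNB were added to start the reaction. Finally, TNB absorbance was monitored kinetically.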
* = called active by the depositor; ? = inconclusive; · = not tested or not shown; & = joins results of further samples; [ ] = another dose, or the depositor's remark. The call rests on the fitted dose curve; in most records, active means well fitted curve in the direction sought with a large enough effect; inconclusive means small, poorly fitted or top-dose-only effect, or another doubt; inactive means no such curve, though single readings can be large; an effect the other way counts as inactive or inconclusive. On the % scale 0 is the no-effect control and ±100 the full control effect; potency means the concentration at half of the fitted maximal effect.

1) Cc1ccc(S(=O)(=O)N(C)C)cc1NC(=O)C(C)Sc1ccccc1 (centres undefined)
2) Nc1c(C(=O)Nc2ccccc2Cl)nnn1-c1ccc2c(c1)OCCO2
3) Cc1ccc(Nc2nc(N)nc(CN3CCN(Cc4ccc5c(c4)OCO5)CC3)n2)cc1Cl
4) N#CCC(=O)Nc1cc(C(F)(F)F)ccc1N1CCOCC1
5) O=C(CN1CCOCC1)Nc1ccc(OCc2ccccc2)cc1
6) CCN(C(=O)c1cc2c(=O)n3ccccc3nc2s1)C1CCCCC1
7) Cc1cc(-c2c(C)[nH]n(-c3ccc(Cl)cc3)c2=O)n(-c2ccc(Cl)cc2)n1
8) COc1ccccc1C1CC(c2ccccc2)=NN1C(=S)Nc1ccccc1 (centres undefined)

compound no. | 1 | 2 | 3 | 4 | 5 | 6 | 7 | 8
Pf growth 96h | ? | ? | 101%[activator][5.75 µM] | 15% | · | 20% | 1µM* | ?
HCV inh | -11% | ? | 32µM* | 19% | -6% | 4% | 11% | ?
Pf growth 48h | 3% | 228%[activator] | ? | 7% | ? | ? | ? | 3.3µM*
LmPK inh | 0% | 1% | -2% | -8% | -5% | 3% | 1% | 4%[11.5 µM]
Tb PYK inh | -7% | -5% | -22% | -17% | -4% | 1% | 3% | -5%
Sm TGR inh | -15% | -10% | 1% | 5% | -24% | -3% | -22% | 0%

9) O=C(CCCOc1ccc(Cl)cc1Cl)N/N=C/c1ccccc1
10) CCCNC(=O)c1ccc(C2SCC(=O)N2Cc2ccccc2)cc1 (centres undefined)
11) CCc1ccccc1NC(=O)c1ccc(Cn2cc([N+](=O)[O-])cn2)cc1
12) CC(C)CNC(=S)N1CCN(C(c2ccccc2)c2ccccc2)CC1
13) COc1c(Cl)cc(Cl)cc1/C=C/C(=O)c1ccc(NC(=O)c2cccs2)cc1
14) CCCCn1c(O)c(C(C)=NCc2cc(OC)cc(OC)c2)c(=O)[nH]c1=O
15) CCN(CC(=O)Nc1c(F)cccc1F)C(=O)c1ccc(-c2ccc(C(C)=O)cc2)o1
16) CNC(=O)NC(=O)CSc1cccc(C(F)(F)F)c1

compound no. | 9 | 10 | 11 | 12 | 13 | 14 | 15 | 16
Pf growth 96h | -18% | ? | ? | 2.1µM* | -12% | · | ? | ?
HCV inh | -20% | -3% | 13% | 0% | 14µM* | ? | ? | -1%
Pf growth 48h | 8% | -3% | -11% | ? | 5.2µM* | -18% | ? | ·
LmPK inh | 8% | 3% | -1% | 2% | -2% | 6% | · | 8%
Tb PYK inh | -5% | -2% | 2% | -8% | -3% | 0% | -2% | 1%
Sm TGR inh | 2% | ? | 3% | 2% | -7% | -18% | -24% | 5%[11.4 µM]

Single records, as listed above. Order of screens: Pf growth 96h | HCV inh | Pf growth 48h | LmPK inh | Tb PYK inh | Sm TGR inh
`COc1c(Cl)cc(Cl)cc1/C=C/C(=O)c1ccc(NC(=O)c2cccs2)cc1` is listed as -12% | 14µM* | 5.2µM* | -2% | -3% | -7%
`CCCCn1c(O)c(C(C)=NCc2cc(OC)cc(OC)c2)c(=O)[nH]c1=O` is listed as · | ? | -18% | 6% | 0% | -18%

(next part)
17) Cc1ccc(Cc2c(C)nc3nc(SCC(=O)NCCN4CCOCC4)nn3c2C)cc1
18) CN(Cc1ccccc1)C(=O)CSc1nnc(-c2ccco2)n1-c1ccccc1
19) CCOC(=O)C1CCN(Cc2c(O)c3ccccc3oc2=O)CC1
20) COc1ccccc1C(=O)COC(=O)c1cnc(C)cn1
21) COc1ccc(CN(C)CC(O)COc2ccc(-c3ccccc3)cc2)cc1OC (centres undefined)
22) COC(=O)c1cc(S(=O)(=O)Nc2c(C)cccc2C)cn1C
23) COC(=O)C1=C(C)NC(=O)/C1=C\c1cc(C)n(-c2ccccc2C)c1C
24) Cc1c(N2C(=O)C(=O)/C(=C(/O)c3ccccc3)C2c2ccc(F)cc2)c(=O)n(-c2ccccc2)n1C (centres undefined)

compound no. | 17 | 18 | 19 | 20 | 21 | 22 | 23 | 24
Pf growth 96h | ? | 108%[activator] | -4% | 43%[activator] | 0% | -10% | 9.3µM* | 15%
HCV inh | 15% | -2% | -1% | 5% | 7.1µM* | -10% | ? | 31%[activator]
Pf growth 48h | 6% | ? | 22% | ? | ? | 2% | · | 9%
LmPK inh | 3% | 5% | 1% | · | -6% | -3% | 0% | -2%
Tb PYK inh | -5% | -19% | 1% | 1% | -9% | -5% | -1% | -3%
Sm TGR inh | -12% | 32µM* | -35% | 0% | -3% | 1% | -22% | -6%

25) NC(=O)c1c(NC(=O)C2CCCO2)sc2c1CCCCC2 (centres undefined)
26) COCC(C)NS(=O)(=O)c1ccc(OC)cc1 (centres undefined)
27) COc1ccc(C(=O)NCc2ccc3c(c2)CCO3)cc1
28) COC(=O)c1cc(NC(=O)c2cccc(C(F)(F)F)c2)c(=O)oc1C/C=N/OCc1cccc(Cl)c1Cl
29) CCCCC1CCC(C(=O)OCC(=O)N(CCOC)c2c(N)n(Cc3ccccc3)c(=O)[nH]c2=O)CC1 (centres undefined)
30) CCN(CC)C(=O)C(=O)c1cn(CC(=O)NCC2CCCO2)c2ccccc12 (centres undefined)
31) CCC(=O)NC(=S)Nc1ccc(OC)cc1OC
32) COc1ccc(C(=O)NC2CCCN(Cc3ccccc3F)C2)c(OC)c1OC (centres undefined)

compound no. | 25 | 26 | 27 | 28 | 29 | 30 | 31 | 32
Pf growth 96h | 8% | 2% | 22% | ? | 1% | 31% | -31% | ?
HCV inh | 10% | 22% | 9% | -4% | 24% | 9% | -11% | -12%
Pf growth 48h | 38%[activator] | 4% | 0% | · | ? | 3% | -2% | -10%
LmPK inh | 0% | 2% | -9% | 13% | · | -3% | -1% | 6%
Tb PYK inh | -30% | 4% | -1% | -7% | 4% | 4% | 9% | -1%
Sm TGR inh | ? | 8% | 2% | 2% | -4% | 4% | -34% | -20%

33) O=C(CSCc1ccccn1)Nc1ccccc1
34) O=C(Nc1ccc(NC(=O)c2ccco2)cc1)c1cnccn1
35) CCOC(=O)C1=C(O)/C(=C/c2ccccn2)SC1=Nc1ccc(Cl)cc1
36) O=C(C1Cc2ccccc2CN1S(=O)(=O)c1ccc(F)cc1)N1CCOCC1 (centres undefined)
37) O=C(CNS(=O)(=O)c1cccs1)N1CCCCC1
38) COC(=O)[C@H](CC(C)C)NC(=O)c1cc2c(cn1)[nH]c1ccccc12
39) O=[N+]([O-])c1cc(C(F)(F)F)ccc1NCCCCNS(=O)(=O)c1ccc2ccccc2c1
40) CCCc1nc(SCC(=O)N2CCC(C)CC2)c2c(=O)n(C)c(=O)n(C)c2n1

compound no. | 33 | 34 | 35 | 36 | 37 | 38 | 39 | 40
Pf growth 96h | · | ? | 15% | -8% | ? | -26% | 94%[activator] | ?
HCV inh | 10% | -10% | ? | 18% | 19% | ? | -8% | ?
Pf growth 48h | 74%[activator] | 97%[activator] | 9.3µM* | · | 14% | ? | 33%[activator] | ?
LmPK inh | -6% | -29% | -4% | 4% | 0% | 4% | 4% | 4%
Tb PYK inh | 0% | 2% | 4% | 0% | -2% | -28% | 3% | 4%
Sm TGR inh | 8% | 0% | -1% | -1% | -5% | -9% | 25% | -14%

In the list so far, these have a Cl atom.
2) Nc1c(C(=O)Nc2ccccc2Cl)nnn1-c1ccc2c(c1)OCCO2
3) Cc1ccc(Nc2nc(N)nc(CN3CCN(Cc4ccc5c(c4)OCO5)CC3)n2)cc1Cl
7) Cc1cc(-c2c(C)[nH]n(-c3ccc(Cl)cc3)c2=O)n(-c2ccc(Cl)cc2)n1
9) O=C(CCCOc1ccc(Cl)cc1Cl)N/N=C/c1ccccc1
13) COc1c(Cl)cc(Cl)cc1/C=C/C(=O)c1ccc(NC(=O)c2cccs2)cc1
28) COC(=O)c1cc(NC(=O)c2cccc(C(F)(F)F)c2)c(=O)oc1C/C=N/OCc1cccc(Cl)c1Cl
35) CCOC(=O)C1=C(O)/C(=C/c2ccccn2)SC1=Nc1ccc(Cl)cc1

compound no. | 2 | 3 | 7 | 9 | 13 | 28 | 35
Pf growth 96h | ? | 101%[activator][5.75 µM] | 1µM* | -18% | -12% | ? | 15%
HCV inh | ? | 32µM* | 11% | -20% | 14µM* | -4% | ?
Pf growth 48h | 228%[activator] | ? | ? | 8% | 5.2µM* | · | 9.3µM*
LmPK inh | 1% | -2% | 1% | 8% | -2% | 13% | -4%
Tb PYK inh | -5% | -22% | 3% | -5% | -3% | -7% | 4%
Sm TGR inh | -10% | 1% | -22% | 2% | -7% | 2% | -1%

Later entries:
Every second line gives: Pf growth 96h | HCV inh | Pf growth 48h | LmPK inh | Tb PYK inh | Sm TGR inh
41: CC(=O)[C@H]1CC[C@H]2[C@@H]3CC=C4C[C@@H](O)CC[C@]4(C)[C@H]3CC[C@]12C
→ ? | 9% | ? | · | 3% | 0%
42: CCOc1ccc(CN2CCCC(CNC(=O)c3ccc(F)cc3)C2)cc1CO (centres undefined)
→ -8% | 1% | 4% | 0% | -1% | -8%[57.1 µM]
43: Cc1[nH]c(=O)[nH]c(=O)c1/C=N/NC(=O)[C@@H](NC(=O)OC(C)(C)C)C(C)C
→ 0% | 3% | 22% | 2% | 7% | 35µM*
44: Cc1cc(OCC(=O)OCC(=O)Nc2cc(C(F)(F)F)ccc2N2CCOCC2)ccc1Cl
→ 4% | 3% | 1% | -4% | -6% | 1%
45: CCn1c(C)c(C)c2cc(C(=O)N3CCN(c4ccccc4)CC3)ccc21
→ -19% | -6% | -25% | 3% | 1% | -19%&-6%
46: Fc1ccccc1CNc1ccc(Cl)c(Cl)c1
→ 44%[activator] | 8% | -10% | -1% | -4% | 6%
47: O=C(N/N=C/C=C/c1ccc([N+](=O)[O-])cc1)C1COc2ccccc2O1 (centres undefined)
→ 12µM* | -15% | 11% | 2% | -10% | -10%
48: CCOC(=O)c1cc2cc([N+](=O)[O-])cc(OC)c2oc1=O
→ 0% | 7% | -7% | 4% | -2% | ·
49: CCN1CCN(C(CC(C)C)c2nnnn2CS(=O)(=O)c2ccc(C)cc2)CC1 (centres undefined)
→ ? | 21% | ? | -6% | 2% | 0%
50: O=c1oc(Nc2ccccc2F)nc2ccccc12
→ 227%[activator] | 12% | 62%[activator] | -11% | 4% | 0%
51: Cc1nc2scc(-c3cccs3)c2c(=O)n1-n1cccc1
→ 43%[activator] | ? | ? | -2% | -1% | 2%
52: CC(=O)c1ccc(OCCCC(=O)N2CCN(S(=O)(=O)c3cccs3)CC2)cc1
→ 9.3µM* | ? | ? | 1% | -1% | -2%
53: COc1cccc2cc(-c3nnc(-c4ccccc4)o3)c(=O)oc12
→ 8.3µM* | -6% | 23% | -20% | -12% | -8%[57.1 µM]
54: COc1cc2cc(CCOC(=O)c3ccco3)oc(=O)c2cc1OC
→ ? | -5% | 19% | · | 2% | 0%
55: Cc1[nH]n(-c2ccccc2)c(=O)c1N=Nc1c(O)cc(S(=O)(=O)N(C)C)c2ccccc12
→ 4.1µM* | ? | 3.3µM* | · | -17% | ?

Other compounds
Every second line gives: Pf growth 96h | HCV inh | Pf growth 48h | LmPK inh | Tb PYK inh | Sm TGR inh
56: COc1cc(C)nc(OCCNC(=O)COc2ccc(Cl)cc2Cl)n1
→ 0%[5.75 µM] | ? | -10% | 6% | 6% | -31%
57: COC(=O)c1oc2ccc(Br)cc2c1NC(=O)c1ccccc1
→ · | -3% | 16% | 9% | 0% | 0%
58: COc1cc(C(=O)NCc2ccc(C)cc2)ccc1OCc1c(C)noc1C
→ 0% | -10% | 15% | 2% | -2% | 0%
59: COc1ccccc1CNC(=O)CN1CCN(c2ccc(C(C)=O)cc2)CC1
→ ? | 9% | -24% | 5% | 0% | 5%
60: CC(C)OC(=O)CSc1nnc(CNc2nc(-c3ccccc3)cs2)n1C
→ 88%[activator] | 28% | 2.3µM* | 0% | -15% | 1%
61: Cc1ccc(CSc2nc3c(c(SCC(=O)O)n2)CCCC3)cc1
→ -9% | 12% | 7% | 3% | -5% | 0%

Screens (PubChem BioAssay)
